From PubChem BioAssay
ERa coact pot: enhances coactivator binding to human estrogen receptor alpha; TR-FRET ERalpha-LBD/SRC-Cy5 coactivator binding, 2 h; 100 = basal binding, no effect; coactivator binding (% of control), % at 25.6 µM; AID 639; hit rate 1.3% among 86,000; in the data active means activity above about 200%;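 further: binding measured in presence of low estradiol as agonist stimulus; 0% = peptide alone without receptor and 100% = receptor with peptide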
Mac1 fbg inh: inhibitors of human CD11b/CD18 binding to fibrinogen; P05107+P11215; K562 CD11b/CD18 adhesion to fibrinogen, ATPlite luminescence; Mn2+ added to activate the integrin; inhibition, % at 10 µM; hit rate 0.54% among 93,000;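 active means primary inhibition of 50% or more at 10 µM, then 40% or more on retest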; further: some results filed as inactive read as strong as hits
ERa coact inh: ER-alpha (human) coactivator binding inhibition; P03372; TR-FRET ER-alpha LBD / SRC-1 peptide, estradiol-bound; inhibition, % at 25.6 µM; hit rate 1.7% among 86,000; in the data active means inhibition above about 50%;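 further: 0% = receptor plus peptide control and 100% = peptide only without receptor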
Ecoli WT expand: E. coli BW25113 growth inhibition, expanded screen | OD600 absorbance | growth inhibition, % at 100 µM | hit rate 0.15% among 98,000 | AID 710;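 active means growth inhibition above about 50% at one test dose, limit read from the data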;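 further: growth measured after 20 h incubation at 37 °C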
MT1-MMP txn act: MT1-MMP promoter transcription activation. activation factor at 10 µM. hit rate 0.16% among 86,000. HT1080 MT1-MMP promoter luciferase reporter, luminescence, overnight; stronger effect = higher value;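 active means activation factor of at least 2 for MT1-MMP transcription at 10 µM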
ERb SRC1 inh: blocks coactivator binding to human estrogen receptor beta | Q92731 | TR-FRET ER-beta LBD / SRC1-Cy5 peptide binding; receptor agonist-loaded with 1 µM estradiol | inhibition, % at 25.6 µM | hit rate 1.3% among 86,000;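 active means compounds whose percent inhibition of the receptor-coactivator binding signal exceeds about 50% in the single-dose screen, limit read from the data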;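 further: 0% = receptor plus peptide wells without compound and 100% = peptide-only wells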
Target sequence (Q92731 whole entry, looked up, the tested form may be a part): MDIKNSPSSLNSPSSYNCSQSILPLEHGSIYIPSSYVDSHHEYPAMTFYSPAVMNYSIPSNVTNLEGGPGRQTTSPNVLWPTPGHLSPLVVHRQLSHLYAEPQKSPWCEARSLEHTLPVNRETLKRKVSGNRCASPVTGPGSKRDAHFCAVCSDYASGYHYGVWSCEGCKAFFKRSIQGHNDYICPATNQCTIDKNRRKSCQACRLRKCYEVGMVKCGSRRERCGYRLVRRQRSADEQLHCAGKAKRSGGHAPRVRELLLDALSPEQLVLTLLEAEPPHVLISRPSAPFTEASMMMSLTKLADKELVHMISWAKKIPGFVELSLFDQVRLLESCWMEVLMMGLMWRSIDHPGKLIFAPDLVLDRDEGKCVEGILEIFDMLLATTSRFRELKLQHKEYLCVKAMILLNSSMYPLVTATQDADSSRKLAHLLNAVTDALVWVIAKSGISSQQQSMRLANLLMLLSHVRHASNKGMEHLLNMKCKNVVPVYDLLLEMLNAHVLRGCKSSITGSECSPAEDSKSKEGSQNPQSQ
FAK blocker: inhibitors of human focal adhesion kinase. hit rate 0.84% among 97,000. biochemical FAK kinase activity assay. inhibition, %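 (tested at 7 µM)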. AID 727; in the data active means inhibition above about 19%;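 further: 0% = DMSO and 100% = reference compound high control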
PLAP activator: activates human placental alkaline phosphatase. P05187. purified PLAP enzyme, luminescent substrate read-out; stronger effect = higher value. activation fold at 20 µM. hit rate 1.2% among 96,000; in the data active means activation fold above about 2
Target sequence (P05187 whole entry, looked up): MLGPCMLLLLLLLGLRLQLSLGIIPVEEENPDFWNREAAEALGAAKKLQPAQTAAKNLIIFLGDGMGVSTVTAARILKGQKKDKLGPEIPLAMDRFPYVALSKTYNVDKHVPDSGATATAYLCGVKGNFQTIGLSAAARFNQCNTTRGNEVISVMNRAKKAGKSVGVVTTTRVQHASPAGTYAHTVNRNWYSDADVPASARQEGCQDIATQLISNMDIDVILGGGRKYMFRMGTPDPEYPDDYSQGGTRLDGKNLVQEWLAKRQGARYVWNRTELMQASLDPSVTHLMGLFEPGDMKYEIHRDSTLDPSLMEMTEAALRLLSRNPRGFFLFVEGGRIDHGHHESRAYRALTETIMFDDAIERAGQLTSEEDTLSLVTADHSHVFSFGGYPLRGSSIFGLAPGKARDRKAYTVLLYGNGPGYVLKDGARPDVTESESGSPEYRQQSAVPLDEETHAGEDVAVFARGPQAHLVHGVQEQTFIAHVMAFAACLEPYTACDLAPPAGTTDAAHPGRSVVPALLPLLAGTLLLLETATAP
Mac1 fbg enh: enhancers of human CD11b/CD18 binding to fibrinogen. P05107+P11215. K562 CD11b/CD18 adhesion to fibrinogen, ATPlite luminescence. activation, % at 10 µM. hit rate 0.07% among 93,000. AID 1499;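 active means 10 µM primary screen giving 50% or more activity, confirmed by 40% or more on retest at that dose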; further: strong numbers were not always called active; reference of the scale not given here
The depositor's hits bear a star; · = not tested or not shown; [ ] = remark or other dose.

The first six records, to show the layout:
Short keys – A = ERa coact pot; B = Mac1 fbg inh; C = ERa coact inh; D = Ecoli WT expand; E = MT1-MMP txn act; F = ERb SRC1 inh; G = FAK blocker; H = PLAP activator; I = Mac1 fbg enh
> O=C(NCc1cccnc1)c1ccccc1Br
  A = 109 | B = -5 | C = 2 | D = -3 | E = 1.2 | F = 7 | G = -1 | H = 1 | I = -2
> CC(CNCC1CCCO1)COc1ccccc1 (stereo unspecified)
  A = 106 | B = 9 | C = 2 | D = -1 | E = 1 | F = 3 | G = 0 | H = 1.3 | I = -3
> Cc1c(NC(=O)c2ccccc2F)c(=O)n(-c2ccccc2)n1C
  A = 116 | B = 5 | C = -7 | D = -13 | E = 0.9 | F = -6 | G = 1 | H = 1 | I = 1
> CN1C(=O)SC(Nc2ccc(F)cc2)C1=O (stereo unspecified)
  A = 125 | B = -25 | C = -8 | D = 8 | E = 1.2 | F = -9 | G = -3 | H = 0.8 | I = -1
> CCOC(=O)C1=C(C)NC2(O)c3ccccc3C(=O)C12O (stereo unspecified)
  A = 108 | B = · | C = 7 | D = 2 | E = · | F = -2[fluorescence artefact?] | G = 1 | H = 1 | I = ·
> Cc1cccc(-c2nc(CSCC(=O)NCc3cccs3)c(C)o2)c1
  A = 84 | B = 16 | C = 0 | D = 0 | E = 0.9 | F = 0 | G = -3 | H = 1.2 | I = -8

The listing, repeating the preview:
Short keys – A = ERa coact pot; B = Mac1 fbg inh; C = ERa coact inh; D = Ecoli WT expand; E = MT1-MMP txn act; F = ERb SRC1 inh; G = FAK blocker; H = PLAP activator; I = Mac1 fbg enh
> O=C(NCc1cccnc1)c1ccccc1Br
  A = 109 | B = -5 | C = 2 | D = -3 | E = 1.2 | F = 7 | G = -1 | H = 1 | I = -2
> CC(CNCC1CCCO1)COc1ccccc1 (stereo unspecified)
  A = 106 | B = 9 | C = 2 | D = -1 | E = 1 | F = 3 | G = 0 | H = 1.3 | I = -3
> Cc1c(NC(=O)c2ccccc2F)c(=O)n(-c2ccccc2)n1C
  A = 116 | B = 5 | C = -7 | D = -13 | E = 0.9 | F = -6 | G = 1 | H = 1 | I = 1
> CN1C(=O)SC(Nc2ccc(F)cc2)C1=O (stereo unspecified)
  A = 125 | B = -25 | C = -8 | D = 8 | E = 1.2 | F = -9 | G = -3 | H = 0.8 | I = -1
> CCOC(=O)C1=C(C)NC2(O)c3ccccc3C(=O)C12O (stereo unspecified)
  A = 108 | B = · | C = 7 | D = 2 | E = · | F = -2[fluorescence artefact?] | G = 1 | H = 1 | I = ·
> Cc1cccc(-c2nc(CSCC(=O)NCc3cccs3)c(C)o2)c1
  A = 84 | B = 16 | C = 0 | D = 0 | E = 0.9 | F = 0 | G = -3 | H = 1.2 | I = -8
> O=C(NCc1ccccc1)N[C@@H](Cc1ccccc1)C(=O)O
  A = 103 | B = · | C = -1 | D = 0 | E = 1.1 | F = -5 | G = -3 | H = 0.9 | I = ·
> Cc1cc(C)c2c(=O)[nH]c(SCC(=O)N(C)C)nc2n1
  A = 104 | B = · | C = 6 | D = -3 | E = 1 | F = -2 | G = -1 | H = 0.9 | I = ·
> CCCCOC(=O)NCN1C(=O)C2C3C=CC(C3)C2C1=O (stereo unspecified)
  A = · | B = -21 | C = · | D = 9 | E = 1.1 | F = · | G = -12 | H = 0.9 | I = 9
> O=C(CC1NCCNC1=O)OCc1ccccc1 (stereo unspecified)
  A = 99 | B = -9 | C = -2 | D = 0 | E = 1.1 | F = 0 | G = 1 | H = 0.9 | I = -1
> O=C(Nc1ccccc1Cl)N1CCN(c2ccc3nnc(-c4ccccc4)n3n2)CC1
  A = 104 | B = 6 | C = 6 | D = 5 | E = 1 | F = -2 | G = -1 | H = 1.5 | I = 0
> CC1(C)Cn2c(nnc2-c2ccccc2)S1
  A = 107[fluorescence artefact?] | B = -53 | C = -2 | D = -2 | E = · | F = -7 | G = 2 | H = 0.9 | I = 3
> CCC1Oc2ccccc2N(CC(=O)Nc2ccccc2OC)C1=O (stereo unspecified)
  A = 123 | B = -8 | C = -2 | D = -7 | E = 1.1 | F = -9[fluorescence artefact?] | G = -4 | H = 0.9 | I = -3
> CC(C(=O)OCn1nnc2ccccc2c1=O)N1C(=O)c2ccccc2C1=O (stereo unspecified)
  A = 118[fluorescence artefact?] | B = -33 | C = -7 | D = -3 | E = 1.1 | F = 0 | G = 2 | H = 0.9 | I = -2
> CCCN1C2CCCC1CC(NC(=O)Nc1cccc(C(C)=O)c1)C2 (stereo unspecified)
  A = 121[fluorescence artefact?] | B = -25 | C = -1 | D = 7 | E = 1.1 | F = -5 | G = -4 | H = 0.9 | I = 0
> CC(=O)Nc1ccccc1OCC(=O)c1cc(C)n(Cc2cccs2)c1C
  A = 114 | B = 102* | C = -4 | D = -8 | E = 1.6 | F = -3 | G = · | H = 1.4 | I = -12
> CC(=O)c1cccc(NC(=S)NC(=O)CC(C)(C)C)c1
  A = · | B = 4 | C = · | D = 3 | E = · | F = · | G = 6 | H = 0.9 | I = 6
> O=C(Nc1ccccc1N1CCOCC1)c1cc(-c2ccco2)nc2ccccc12
  A = 40[fluorescence artefact?] | B = -6 | C = 87*[fluorescence artefact?] | D = 0 | E = · | F = 79* | G = 1 | H = 1.4 | I = 2
> Cc1c(NC(=O)c2ccc(Cl)c(S(=O)(=O)N3CCOCC3)c2)c(=O)n(-c2ccccc2)n1C
  A = 138 | B = -28 | C = 15 | D = -10 | E = 1.1 | F = -1[fluorescence artefact?] | G = 2 | H = 1.3 | I = -4
> CC1Cc2ccccc2N1C(=O)COC(=O)C1=COCCO1 (stereo unspecified)
  A = 146 | B = -16 | C = -4[fluorescence artefact?] | D = -1 | E = 1.2 | F = -2 | G = · | H = 0.9 | I = 2
> CCOCCCNC(=O)C(c1ccccc1)N(Cc1ccc2c(c1)OCO2)C(=O)CNC(C)=O (stereo unspecified)
  A = 83 | B = -70 | C = 8 | D = 2 | E = 1 | F = 7 | G = -2 | H = 1.3 | I = -2
> CC(C)Oc1ccc(C(CC(=O)O)NC(=O)C2CCCCC2)cc1 (stereo unspecified)
  A = 121 | B = -1 | C = 12[fluorescence artefact?] | D = 1 | E = 1.1 | F = -10[fluorescence artefact?] | G = -1 | H = 1.1 | I = -2
> O=C(NCc1cccnc1)c1ccc(CS(=O)(=O)c2ccc(Cl)cc2)o1
  A = 115 | B = · | C = -14 | D = -3 | E = 1 | F = -8 | G = -2 | H = 1.2 | I = ·
> CCc1cccc(NC(=O)CN(C)S(=O)(=O)c2cnc[nH]2)c1
  A = 105[fluorescence artefact?] | B = -24 | C = 1[fluorescence artefact?] | D = 5 | E = 1.1 | F = -3[fluorescence artefact?] | G = 3 | H = 1.2 | I = 8
> COc1ccc(C(=O)C(CN2CCOCC2)c2ccccc2)cc1F (stereo unspecified)
  A = 113 | B = -11 | C = 3 | D = 15 | E = 0.7 | F = 0 | G = -3 | H = 1.2 | I = -2
> COCCNC(=O)COc1ncnc2ccc(Br)cc12
  A = 84 | B = 12 | C = 14 | D = -3 | E = · | F = 25 | G = 1 | H = 1 | I = -5
> C=C(C)CSc1nnc(-c2cccc(S(=O)(=O)N(C)C)c2)n1-c1cc(OC)ccc1OC
  A = 113 | B = -26 | C = -8 | D = -11 | E = 1.1 | F = 1 | G = -1 | H = 1.3 | I = -3
> CC1CCCC(NC(=O)COC(=O)c2ccc(S(=O)(=O)N3CCOCC3)cc2)C1C (stereo unspecified)
  A = 110 | B = 14 | C = -2 | D = -5 | E = 1 | F = -1 | G = -1 | H = 1.1 | I = -3
> CCOc1ccc(NC(=O)C2CCN(S(=O)(=O)c3cccnc3)CC2)cc1
  A = 123 | B = -11 | C = 5 | D = 4 | E = 1 | F = -2 | G = 1 | H = 1 | I = 7
> Cc1ccc(S(=O)(=O)N2CCCC(C(=O)NCCc3ccc4c(c3)OCO4)C2)cc1 (stereo unspecified)
  A = 105 | B = -6 | C = -8 | D = 1 | E = 1.1 | F = -8 | G = 3 | H = 0.7 | I = -3

(cont.)
SMILES,ERa coact pot,Mac1 fbg inh,ERa coact inh,Ecoli WT expand,MT1-MMP txn act,ERb SRC1 inh,FAK blocker,PLAP activator,Mac1 fbg enh
COc1ccc(C(=O)N/N=C/C(C)c2ccccc2)cc1OC (stereo unspecified),·,8,·,6,·,·,6,1.2,1
CN(C(=O)c1ccco1)c1nnc(C23CC4CC(CC(C4)C2)C3)s1,89,9,1,2,1.6,5,5,1,0
Cn1c2c(c(=O)n(C)c1=O)CN(CCCN1CCOCC1)CN2,91,-52,7,2,1.4,18,4,1.1,-1
CCCSc1ncc(Cl)c(C(=O)Nc2ccc(S(=O)(=O)N3CC(C)OC(C)C3)cc2)n1 (stereo unspecified),104,10,-7,-8,1,0,-1,1.8,-3
COc1ccc(CN2C(=O)NC3(CCCCC3)C2=O)cc1F,·,2,·,1,·,·,-1,1.1,2
Cc1cc(C)cc(OCC(=O)Nc2ccc(N3CCN(S(C)(=O)=O)CC3)cc2)c1,89[fluorescence artefact?],1,9,-1,1.1,11[fluorescence artefact?],1,1,7
Nc1nonc1C(=O)NCCNC(=O)c1cccs1,100,5,21[fluorescence artefact?],-2,1.2,13,0,0.8,-8
Cn1c(=O)c2c(nc(N3CCN(Cc4ccccc4)CC3)n2CCCc2ccccc2)n(C)c1=O,112,5,-7,-16,1.3,-2,-1,1.7,0
COc1ccc(S(=O)(=O)N(C)Cc2cccs2)cc1Br,84,4,2,4,1.1,-4,5,0.6,0
O=c1cc(-c2c(F)c(F)c(F)c(F)c2F)oc2ccccc12,·,-28,·,0,·,·,3,0.7,2
COc1ccc(S(=O)(=O)N2CCC(N3CCN(c4ccccc4)CC3)CC2)cc1,87,·,-3,-3,1.1,-3,1,1.1,·
Cc1cc(C)n(-c2nc3ccccc3nc2N2CCCCCC2)n1,91,14,9,4,1.1,11,4,1.6,0
COc1ccc(-c2ccc(Nc3ccc(C(=O)N4CCOCC4)cc3)nn2)cc1OC,99,·,2,·,1.1,-5,3,·,·
O/C(=C\Sc1nnc(Cc2ccccc2)o1)c1ccc(Br)cc1,88[fluorescence artefact?],0,1,-11,1.1,3,-1,1,-4
Cc1ccc(C)c(N2CCN(c3nc4ccccc4c(=O)n3Cc3ccccc3)CC2)c1,116,-6,-4,-20,·,-11,-2,1.2,-4
Cc1ccc2c(c1)NC(=O)C(CC(=O)N(C)Cc1ccccc1)O2 (stereo unspecified),91,-12,-5,4,1.1,-6,-2,1.1,-4
COc1ccc(CCNC(=O)C/C(C)=N/NC(=O)c2ccc(N)cc2)cc1OC,·,-7,·,-9,·,·,0,1,-4
OC(COc1ccc2c(c1)CCC2)CN1CCN(c2ccccc2F)CC1 (stereo unspecified),90,-19,-5,-1,1.1,-12,-1,1,1
COc1ccc(NC(=O)c2coc3ccccc23)cc1OC,125,-14,5,-10,1.6,-1,4,0.9,0
CN(CCOc1ccc(-c2ccn(S(=O)(=O)c3c(Cl)cccc3Cl)n2)cc1)c1ccccn1,·,-10,·,-21,·,·,0,1.2,4
CCCCCC(=O)N(CN1C(=O)CCC1=O)c1ccccc1,97,-4,-2,2,1,1,3,1,7
Oc1c(C(c2cccs2)N2CCC3(CC2)OCCO3)sc2ncnn12 (stereo unspecified),111,-5,0,5,1.1,-1,-1,1.5,0
Cc1cccc2cc(COC(=O)c3ccccc3)c(=O)[nH]c12,133[fluorescence artefact?],-9,1[fluorescence artefact?],0,1,5[fluorescence artefact?],-11,0.8,-4
O=c1[nH]c2ccccc2nc1Cc1ccccc1,104,3,-7,6,1,-1,1,0.9,-4
